Assay outcomes (PubChem)
TRPV1 agonist = agonists of human vanilloid receptor 1 (TRPV1); activation, % at 8.33 µM; TRPV1-expressing cells, Fluo-8 calcium influx, agonist mode; 0.19% of 320,000 active; AID 540275; in the data active = activation above about 80%; inconclusive = between about 30% and that limit; also: 0% is about no effect
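TRPV1-expressing cells were cultured overnight at 35.5C and loaded with Fluo-8 calcium dye for 40 to 90 min at room temperature. After a 10 s baseline, compound was added and calcium influx was read kinetically for 3 min (ex 480/em 520 nm).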
AT treatment = potential ataxia-telangiectasia treatments restoring KAP-1 phosphorylation; Potency, µM (highest dose often 57.5 µM), without a hit: top-dose activation, most hits filed as activators; 0.19% of 320,000 active; […] A-T fibroblasts, KAP-1 phosphorylation AlphaLISA; neocarzinostatin DNA damage 30 min before lysis; AID 485349; also: potency is read from the fitted curve at half-maximal effect; % of control where 0% means no effect; nearly all actives have a fitted effect of over 45% in size
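hTERT-immortalized A-T patient fibroblasts ([…]), 500 cells/well in OPTI-MEM, 1% FBS, got compounds for 60 min, then NCS for 30 min at 37C. Lysates were then assayed for phospho-KAP-1 by AlphaLISA (anti-pKAP1 donor, anti-KAP1 acceptor beads), 6 hr at 25C.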
Coupling enz = coupling enzyme interference in Giardia aldolase counter-screen; coupling enzyme system counterscreen, AmpLite Red fluorescence; 0.67% of 290,000 active; activity change, negative = inhibition, % at 58.2 µM, hits read low; AID 2472; in the data active = activity change below about -30%; also: % is scaled to controls: 0 for no effect and ±100 for the full control effect
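Counterscreen lacking aldolase: glyceraldehyde-3-phosphate coupling-enzyme reagent preincubated 10 min at RT with compound (at 57.5 uM final), then substrate/coupling system with AmpLite Red added; fluorescence read at 525/598 nm after 20 min RT.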
GALK inhibitor = galactokinase (human) inhibition; Purified GALK, Kinase-Glo residual ATP luminescence; Potency, µM (series often up to 57.5 µM), for inactives: top-dose activity change, negative = inhibition, actives largely listed as inhibitors; 0.007% of 270,000 active; also: potency is read from the fitted curve at half-maximal effect; % is scaled to controls: 0 for no effect and ±100 for the full control effect
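5 nM enzyme, 35 uM ATP, 100 uM galactose, 20 mM HEPES pH8.0, 5 mM MgCl2; 1 h RT; residual ATP by Kinase-Glo Plus luminescence, qHTS format.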
ASM inhibitor = inhibitors of human secretory acid sphingomyelinase | P17405 | placental ASM, HMU-PC fluorogenic substrate, 60 min | Potency, µM (top dose mostly 57.5 µM), for inactives: top-dose activity change, negative = inhibition, usual class: inhibitors | 0.006% of 340,000 active | AID 504937; also: potency is read from the fitted curve at half-maximal effect
Target sequence (P17405 47-631 limits assumed): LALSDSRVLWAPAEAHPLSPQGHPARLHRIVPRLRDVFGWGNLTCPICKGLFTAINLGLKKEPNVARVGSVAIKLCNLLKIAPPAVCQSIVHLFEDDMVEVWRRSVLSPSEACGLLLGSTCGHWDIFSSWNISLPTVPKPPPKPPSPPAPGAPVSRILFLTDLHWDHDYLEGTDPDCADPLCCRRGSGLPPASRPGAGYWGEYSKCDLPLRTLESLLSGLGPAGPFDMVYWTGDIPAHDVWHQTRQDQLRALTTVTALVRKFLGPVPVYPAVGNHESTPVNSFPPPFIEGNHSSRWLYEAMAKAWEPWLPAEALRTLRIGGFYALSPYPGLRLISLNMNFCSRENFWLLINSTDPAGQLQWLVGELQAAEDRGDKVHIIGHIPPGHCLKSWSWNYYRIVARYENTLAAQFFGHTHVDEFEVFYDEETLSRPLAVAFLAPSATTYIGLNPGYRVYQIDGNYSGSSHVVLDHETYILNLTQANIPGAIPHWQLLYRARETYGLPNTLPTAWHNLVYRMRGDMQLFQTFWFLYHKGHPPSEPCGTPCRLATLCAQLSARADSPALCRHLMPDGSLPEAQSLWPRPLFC
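Human placenta-derived ASM preincubated with compound 10 min at room temperature, then reacted with 9 uM (final) fluorogenic HMU-PC substrate for 60 min at 37 C. Stop solution raises pH to 10; fluorescence read at Ex 386/Em 447 nm.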
MBNL1-CUG inh = inhibitors of human MBNL1 binding to CUG repeat RNA; Q9NR56; TR-FRET MBNL1-His/biotin-(CUG)12 binding, 665/545 ratio; AID 2675; Potency, µM (titrated, usually from 57.5 µM), for inactives: at the highest dose activity change, negative = inhibition, most hits filed as inhibitors; 0.036% of 280,000 active; active = well fitted inhibition curve with a large enough effect in the signal ratio, with a control signal flat, not every such curve was filed as active; inconclusive = small, poorly fitted or top-dose-only effect, or effect the other way, or a change in a side signal; inactive = no such curve, though single readings can be large or run the other way; the % refers to the signal ratio; also: potency is read from the fitted curve at half-maximal effect; % is scaled to controls: 0 for no effect and ±100 for the full control effect
Target sequence (Q9NR56 whole entry, looked up): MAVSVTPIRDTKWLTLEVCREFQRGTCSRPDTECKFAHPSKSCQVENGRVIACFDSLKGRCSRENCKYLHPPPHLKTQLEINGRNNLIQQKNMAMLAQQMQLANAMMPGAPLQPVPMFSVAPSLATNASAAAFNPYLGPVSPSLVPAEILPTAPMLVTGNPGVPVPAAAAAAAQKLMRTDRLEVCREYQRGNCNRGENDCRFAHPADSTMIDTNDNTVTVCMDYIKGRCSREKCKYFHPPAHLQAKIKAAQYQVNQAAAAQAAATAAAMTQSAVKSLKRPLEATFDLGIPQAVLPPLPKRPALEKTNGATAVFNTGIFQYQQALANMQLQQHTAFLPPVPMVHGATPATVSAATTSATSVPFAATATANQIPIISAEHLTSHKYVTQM
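Ratiometric TR-FRET (665 over 545 nm, excitation 340 nm) tracks disruption of MBNL1-His/biotin-(CUG)12 complex after 60 min at room temperature, with compounds at 92 nM to 58 uM final.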
KCNH2 3.1 inh = KCNH2 3.1 (human) potassium channel inhibition. activity change, % (tested at about 1.8 µM). U2OS KCNH2 3.1, thallium flux FluxOr; active compounds read low. 0.95% of 340,000 active. AID 720553;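 active = maximum activity change below -70%; inconclusive = maximum activity change from -70% to -50%; inactive = maximum activity change above -50%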;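 also: thallium influx rate constant from kinetic fluorescence after stimulation buffer; % is scaled to controls: 0 for no effect and ±100 for the full control effect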
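Normalized rate constant (relative to positive and negative DMSO controls) derived from a 2 min kinetic fluorescence read after stimulation; U2OS cells expressing the 3.1 isoform via virus at 1.77 x 10^8 /mL.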
MLL CXXC-DNA inh = blocks binding of human MLL CXXC domain to DNA; Q03164; MLL-CXXC / FITC-HOXA9 DNA fluorescence polarization; Potency, µM (titrated, usually from 115 µM), without a hit: at the highest dose activity change, negative = inhibition, most hits filed as inhibitors; 0.037% of 290,000 active; AID 2662; active = well fitted inhibition curve with a large enough effect in the polarisation, with a control signal flat, not every such curve was filed as active; inconclusive = small, poorly fitted or top-dose-only effect, or effect the other way, or a change in a side signal; inactive = no such curve, though single readings can be large or run the other way; the % refers to the polarisation; also: potency is read from the fitted curve at half-maximal effect
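Purified MLL-CXXC (added from a 7 uM solution) was preincubated 5 min at ambient with pinned compounds in 50 mM Tris-HCl pH 7.5, 50 mM NaCl, 1 mM DTT, 0.05% BSA. Fluorescein-labeled HOX-A9 DNA (50 nM solution) followed, 30 min, then polarization read.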
hERG WT inh = KCNH2 (human, wildtype) channel inhibition. AID 720551. 0.37% of 340,000 active. U2OS, BacMam KCNH2, thallium flux FluxOr; active compounds read low. activity change, % at 1.84 µM. Q12809;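 active = maximum activity change below -70%; inconclusive = maximum activity change between -70% and -50%; inactive = maximum activity change above -50%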; also: % is scaled to controls: 0 for no effect and ±100 for the full control effect
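U2OS cells were transduced with wild-type KCNH2 virus (2.03 x 10^8 / mL) for 4 h at room temperature, then cultured overnight at 37 C. Thallium flux was read with FluxOr dye. Rate constants were normalized to DMSO controls.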
Integrin act MD = activators of alpha7 integrin expression for muscular dystrophy. AID 624291. Potency, µM (series often up to 38.3 µM), without a hit: at the highest dose activation, usual class: activators. 0.064% of 350,000 active. alpha7betagal myoblasts, beta-gal FDG fluorescence, 48 h;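 also: potency is read from the fitted curve at half-maximal effect; 100% = response of the positive control SU9516; nearly all actives have a fitted effect of over 60% in size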
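Alpha7betagal+/- myoblasts (passage 13) were plated 16-24 hr, then exposed to compounds (1:260 dilution of DMSO stock) for 48 hours at 37C. After MPER lysis, β-galactosidase reporter activity was read as FDG fluorescence (ex 480/em 540) after 30 minutes.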
* hit, by the source's call; ? = inconclusive; nt = no result given; [ ] = dose if it differs, or a comment. Unless noted, calls follow the shape of the dose curve; as a rule, active = well fitted curve in the direction sought with a large enough effect; inconclusive = small, poorly fitted or top-dose-only effect, or another doubt; inactive = no such curve, though single readings can be large; an effect the other way counts as inactive or inconclusive. Not a hit list. Share with any hit: about 2%.

SMILES | TRPV1 agonist | AT treatment | Coupling enz | GALK inhibitor | ASM inhibitor | MBNL1-CUG inh | KCNH2 3.1 inh | MLL CXXC-DNA inh | hERG WT inh | Integrin act MD
CCCn1c(SCC(=O)c2c[nH]c3ccccc23)nnc1-c1ccncc1 | -0.7 | 8.1% | -6.5 | -0.3% | 5.3% | -4.5% | -9.7 | 5.5% | 5.0 | -26.2%
COC(=O)c1ccc(NC(=O)c2ccccc2SC)cc1 | 1.0 | 2.9% | -2.6 | 0.1% | -0.3% | -6.8% | -6.6 | -1.0% | -20.0 | ?
CCN(CC)S(=O)(=O)c1c(OC)cc(C)c(Cl)c1C | 19.6 | -2.2% | 9.3 | 6.9% | -0.3% | -4.7% | -10.9 | 6.5% | nt | -5.1%
Cc1cccc(NC(=O)c2cc(=O)c3ccccc3o2)c1 | -3.1 | 3.3% | -9.7 | -2.3% | -2.3% | ? | -6.7 | 9.9% | 1.8 | -9.8%
CCn1cc(C(=O)OCC(=O)N(C)Cc2ccccc2)c(=O)c2ccc(C)nc21 | 1.1 | 2.7% | -1.8 | 7.1% | -1.0% | -3.7% | 14.5 | -3.6% | 2.5 | -28.0%
COc1ccccc1C(OC(=O)c1cccs1)C(=O)NCC1CCCO1 (stereo not given) | -1.4 | 4.0% | 0.9 | -1.6% | 1.1% | -3.6% | -2.9 | -2.3% | -6.5 | -0.8%
Cn1c(-c2cccs2)[n+](C)c2ccccc21 | 0.5 | -1.3% | -22.6 | 1.7% | -1.3% | nt | -0.7 | -8.8% | -0.5 | -31.8%
CCc1nc(NCCO)c(C#N)c2c1CSC(C)(C)C2 | -7.3 | -4.1% | -8.5 | -0.5% | 44.4%[activator] | -1.9% | -14.1 | 5.2% | -2.6 | 4.1%
COc1ccc(N2CC(C(=O)NCCS(=O)(=O)N3CCN(c4ccccc4)CC3)CC2=O)cc1 (stereo not given) | 3.1 | -0.3% | -0.1 | -0.9% | 3.5% | 1.4% | 5.2 | -0.6% | 2.0 | -24.3%
CCC(C)NC(=O)c1cn(-c2cccc(C)n2)cn1 (stereo not given) | 4.7 | 14.9% | -0.5 | -1.5% | 1.6% | 6.8% | 2.0 | 0.2% | 1.6 | -9.4%
C/C(=N\NC(=O)CCc1ccc(S(=O)(=O)N2CCOCC2)cc1)c1ccc(Br)cc1 | -0.7 | 1.0% | -1.2 | -2.1% | -2.1% | -0.4% | 1.7 | -0.2% | -6.9 | 20.0%
O=C(COc1ccc2c3c(c(=O)oc2c1)CCC3)NC1CCCCC1 | -5.5 | 28.6% | 1.4 | 3.5% | 15.5% | 101.2%[activator] | 9.3 | -6.0% | 4.7 | 17.1%
Cc1onc(-c2ccccc2Cl)c1C(=O)NNC(=O)c1cccc(F)c1 | 1.0 | 1.9% | 5.4 | -1.6% | -0.9% | -0.3% | -12.1 | -5.1% | -3.8 | -5.4%
Cc1ccc(OCc2nc(C#N)c(NCCCn3ccnc3)o2)cc1 | 25.4 | -2.3% | 0.5 | -0.8% | 1.7% | 0.9% | ? | -7.9% | 45.8 | 2.7%
Cc1ccccc1NC(=O)C1CC(=O)n2ncnc2N1 (stereo not given) | -0.5 | 6.7% | -1.3 | 0.7% | 5.0% | -0.6% | 1.6 | -0.3% | -8.7 | -41.3%
COc1ccccc1/C=C1\CCC(C2CCCC2)C1=O (stereo not given) | 9.4 | 34.3% | 3.4 | nt | -10.1% | 3.8% | -0.3 | 12.5% | 9.5 | 0.9%
CC(C)N(C(=O)c1ccc2nc(-c3ccccc3)c(-c3ccccc3)nc2c1)C(C)C | 8.5 | -0.5% | 0.1 | nt | 3.6% | -5.4% | 0.8 | 7.0% | 12.3 | 22.0%
O=C1/C(=N\S(=O)(=O)c2cccs2)C([n+]2cccc(Cc3ccccc3)c2)=C([O-])c2ccccc21 | 2.2 | 8.9% | -38.2* | -3.7% | -10.5% | ? | -6.1 | 25.1µM* | 0.4 | -71.7%[inhibitor]
N#Cc1ccc(C(=O)CSc2n[nH]c(=O)n2Cc2ccco2)cc1 | 0.6 | -9.0% | -1.3 | -0.3% | 4.7% | 10.2% | -10.9 | -3.3% | -2.5 | -8.3%
CCn1c(CC(=O)Nc2ccccc2OC)nnc1SCC(=O)Nc1ccccc1F | -4.0 | -0.2% | 2.0 | 1.4% | -1.3% | -1.3% | 0.8 | 1.0% | -4.5 | -24.5%
CSCCC(NC(=O)c1ccc(Cl)cc1Cl)C(=O)NNC(=O)c1csc(N2CCOCC2)n1 (stereo not given) | 0.9 | 6.6% | 1.5 | 2.1% | -1.3% | -2.8% | -0.7 | ? | -1.5 | ?
COc1ccc2[nH]c(=O)c(CN(C(=O)C3CCCO3)c3ccc(C)cc3)cc2c1 (stereo not given) | -2.1 | 3.0% | -3.6 | -1.0% | 48.9%[activator] | -0.6% | -2.8 | 1.1% | -10.8 | -12.0%
N#Cc1cc2c(=O)n3ccccc3nc2n(CCN2CCOCC2)c1=O | 1.9 | -2.8% | 4.3 | 3.1% | nt | 10.2% | nt | 4.8% | nt | nt
CCC[N+]1(CC#CCC(c2ccccc2)c2ccccc2)CCCCC1 | -4.4 | 0.0% | -0.5 | 3.5% | -0.9% | -7.1% | -11.0 | -0.3% | 15.8 | -7.9%
CN(C)c1cc(Nc2ccc(O)cc2)c([N+](=O)[O-])c2nonc12 | -3.7 | 7.08µM* | 0.7 | -0.4% | -0.2% | ? | -10.4 | -0.9% | 4.2 | -14.4%
N#CCCN1CCN(S(=O)(=O)c2ccc(C3CCCCC3)cc2)CC1 | -1.8 | -0.7% | nt | nt | -0.2% | nt | -10.0 | nt | -29.3 | 11.3%
CCN(CC)C(=O)c1cn(CC)c(=O)c2cc(OC)c(OC)cc12 | -0.6 | -2.7% | -1.9 | 0.4% | 5.0% | 2.7% | 5.2 | 5.7% | -1.6 | 19.8%
COc1ccc2nc(Nc3ccccc3)sc2c1 | 3.0 | 1.2% | -2.0 | 1.9% | -1.9% | nt | 3.8 | 0.8% | -22.4 | 8.1%
COc1ccc(C(=O)C2CCCN(C(=O)CCNC(C)=O)C2)cc1OC (stereo not given) | -6.2 | -4.6% | 1.3 | 4.1% | 1.1% | -0.5% | 13.6 | -1.6% | -8.1 | 13.7%
COc1nc(SCC(=O)Nc2ccccc2Cl)nc(N(C)C)n1 | -2.8 | 69.6% | 4.1 | -4.4% | 0.4% | -1.4% | 1.5 | -1.3% | -0.8 | -4.8%
CCOc1ccc(OCC)c(NC(=O)C2CCCN(S(=O)(=O)c3cnc[nH]3)C2)c1 (stereo not given) | -1.6 | -4.1% | 0.4 | 0.8% | -2.2% | -3.8% | -5.5 | -5.3% | -6.2 | -26.6%
CCOC(=O)C1=CN(CC)S(=O)(=O)NC1c1ccc(C(F)(F)F)cc1 (stereo not given) | nt | -39.7%[inhibitor] | nt | nt | 8.4% | nt | 9.1 | nt | -1.1 | -5.6%
CC(C)(C)NC(=O)NC(=O)CSc1n[nH]c(-c2ccccc2Br)n1 | 1.9 | -9.1% | 4.6 | -2.7% | 4.0% | -2.8% | -7.5 | 13.2% | 8.2 | -12.0%
NNC(=O)CNC(c1ccccc1)c1cc(Br)ccc1NC(=O)c1ccc(Br)cc1 (stereo not given) | -0.7 | 6.2% | 0.9 | -1.5% | -0.8% | nt | 1.6 | 3.3% | -0.3 | ?
Cc1cn(S(=O)(=O)c2ccc(Br)c3ccccc23)cn1 | 22.5 | -5.9% | 4.8 | -1.2% | nt | ? | nt | -10.7% | nt | nt
N/C(=N\c1nc2ccccc2o1)NC(=O)c1ccccc1NC(=O)c1ccccc1 | -1.1 | 1.8% | 2.4 | -4.4% | 10.7% | 2.0% | -18.6 | 21.0% | -2.1 | 2.4%
COC(=O)c1[nH]c2ccccc2c1NC(=O)C(C)N1CC(C)OC(C)C1 (stereo not given) | 9.6 | -4.8% | -1.1 | -1.8% | 2.7% | nt | -17.6 | -6.0% | 6.9 | 7.0%
O=S(=O)(Nc1cccc(C(F)(F)F)c1)c1cccnc1 | 1.9 | 2.5% | 2.2 | 0.1% | 4.8% | 6.4% | 11.7 | -7.4% | 0.5 | 10.1%
COC(=O)Cn1c(=NC(=O)c2cc(OC)cc(OC)c2)sc2cc(OC)ccc21 | -5.0 | -0.8% | -9.0 | -0.6% | 95.7%[activator] | 1.5% | -2.3 | 7.4% | -9.2 | -10.8%
C[n+]1ccc(CC2C(=[N+]([O-])[O-])C=Nc3ncnn32)cc1 (stereo not given) | 2.8 | -2.7% | -1.0 | 10.9% | -2.1% | ? | 3.6 | 3.5% | -33.0 | 6.6%
CCOC(=O)c1sc(NC(=O)Cc2ccccc2OC)nc1C | 13.7 | 2.4% | 0.3 | -0.2% | -0.3% | -3.3% | 12.9 | -3.1% | -2.7 | 6.8%
